H9c2 protect – modulators protecting cardiomyocytes from myocardial damage; protection from H2O2 cell death, % at 20 µM; H9c2 cardiomyocytes, H2O2 injury protection, ATPLite, 2 h; 360,000 tested, 0.63% active;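 active = compounds giving at least 50% protection of heart cells from peroxide-induced death in the single-dose screen, raw or plate-pattern-corrected value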;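 note: 0% = DMSO wells with peroxide and 100% = DMSO wells without peroxide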
Granule exo inh – lytic granule exocytosis inhibition; TALL-104 LAMP-1 surface exposure, flow cytometry; cells stimulated with thapsigargin and PMA; inhibition, % at 10 µM; 360,000 tested, 0.66% active; AID 651702;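 active = inhibition above about 55%, limit read from the data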
CaV13 ICDI inh – Disruptors of the CACNA1D IQ motif to Ca2+-dependent inactivation inhibitor domain association, primary screening, Förster resonance energy transfer in intact living …; HEK cells, CFP/YFP FRET ICDI-IQ, plate reader, 10 min; percent FRET-ratio fall versus neutral wells; inhibition, % at 12.3 µM; 340,000 tested, 0.098% active; AID 743397;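 active = mean replicate inhibition of at least 30% and at least 1% of replicates passing that level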;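 note: 0% = median of the neutral control wells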
ABCB6 inh MLPCN – blocks the human ABCB6 transporter; AID 602162; Q9NP58; K562-ABCB6 porphyrin accumulation, flow cytometry, 1 h; active compounds read low; 360,000 tested, 0.19% active; fluorescence ratio to DMSO, % at 10 µM;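 active = fluorescence ratio to DMSO below 75%, the collection mean minus 3 SD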;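 note: signal is porphyrin accumulated inside mitochondria; 100% equals median channel fluorescence of DMSO control wells; lower ratio means ABCB6 inhibition with less porphyrin fluorescence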
ABHD5 PLIN5 PPI – inhibitors of human ABHD5-perilipin-5 interaction. Split G. princeps luciferase complementation, luminescence, 4 h. AID 602281. inhibition, % at 4 µM. 360,000 tested, 0.78% active. Q00G26+Q8WTS1;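 active = inhibition above the mean inhibition across every tested compound plus 3 SD, cut at about 22% in these data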;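 note: 0% = DMSO only wells and the 100% control is not disclosed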
Target sequence (Q00G26 whole entry, looked up): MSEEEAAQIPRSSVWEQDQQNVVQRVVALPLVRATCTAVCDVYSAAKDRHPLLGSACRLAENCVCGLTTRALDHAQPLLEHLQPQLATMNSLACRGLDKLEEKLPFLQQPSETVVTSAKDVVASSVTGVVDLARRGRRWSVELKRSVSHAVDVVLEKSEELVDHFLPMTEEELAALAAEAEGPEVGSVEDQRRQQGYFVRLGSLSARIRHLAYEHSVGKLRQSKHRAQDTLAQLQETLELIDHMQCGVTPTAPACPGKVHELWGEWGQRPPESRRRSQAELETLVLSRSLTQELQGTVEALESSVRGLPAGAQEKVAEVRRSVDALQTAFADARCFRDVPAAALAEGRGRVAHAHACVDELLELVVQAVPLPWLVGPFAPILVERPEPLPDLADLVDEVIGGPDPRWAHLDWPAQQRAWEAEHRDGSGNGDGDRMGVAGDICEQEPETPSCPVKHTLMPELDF
Target sequence (Q8WTS1 whole entry, looked up): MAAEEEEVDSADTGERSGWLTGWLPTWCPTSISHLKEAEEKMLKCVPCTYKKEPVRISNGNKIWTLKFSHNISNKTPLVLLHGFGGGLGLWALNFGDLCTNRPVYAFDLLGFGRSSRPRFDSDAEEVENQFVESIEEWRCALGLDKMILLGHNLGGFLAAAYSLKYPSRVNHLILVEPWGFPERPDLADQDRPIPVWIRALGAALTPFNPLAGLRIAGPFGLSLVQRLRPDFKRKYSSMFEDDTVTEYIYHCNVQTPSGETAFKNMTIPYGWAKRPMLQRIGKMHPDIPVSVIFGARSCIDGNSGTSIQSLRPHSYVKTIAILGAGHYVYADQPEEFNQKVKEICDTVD
N-glyco inh – N-linked glycosylation inhibition. D54 ERlucT glycosylation luciferase reporter, 24 h; percent of 100 nM tunicamycin response. reporter increase, % at 12.5 µM. 360,000 tested, 0.23% active;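 active = mean luciferase reporter signal, scaled so untreated is 0 and the glycosylation-blocking control 100, at or above a set limit in every replicate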;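 note: luciferase carries N-glycosylation sites so blocking glycosylation raises the light; 0% = median of neutral control wells and 100% = median of 100 nM tunicamycin wells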
PDI inh – inhibitors of human protein disulfide isomerase; inhibition, % at 10 µM; P07237; PDI insulin aggregation turbidity, A650, 90 min; 350,000 tested, 0.052% active;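 active = mean inhibition across replicates of 30% or more, whatever share of single replicates reach that level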;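 note: absorbance from insulin aggregation driven by PDI reduction with DTT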
MC4R antag cAMP – blocks human MC4R cAMP signaling. MC4R-expressing cells, MTII-stimulated cAMP, LANCE TR-FRET. inhibition, % at 6.5 µM. 360,000 tested, 0.48% active. AID 540295;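 active = inhibition above its plate's cutoff, the mean of tested wells on that plate plus 3 SD, cut at about 29% in these data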;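 note: 0% = Melanotan II alone and 100% = Melanotan II plus saturating MCL0020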
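System – human MC4R-expressing U2OS cells · Also added – Melanotan II · Dosing – one concentration, 6.5 µM nominal · Timing – 30-min compound, 1-h challenge, 1-h detection, room temperature · Measured by – Eu-cAMP/anti-cAMP TR-FRET, emission 671 nm · Replicates – singlicate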
m5-HT2A agonist – mouse HTR2A agonism via beta-arrestin recruitment; 360,000 tested, 0.66% active; activation, % at 7.6 µM; CHO-K1 mHTR2A beta-arrestin complementation, luminescence; percent of 30 µM serotonin response; P35363;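 active = activation above a run cutoff, the mean activation of all tested compounds plus 3 SD, cut at about 14% in these data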;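 note: 0% = plate median of compound wells and 100% = 30 µM serotonin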
MC4R ag barr – agonists of human melanocortin 4 receptor (MC4R) beta-arrestin. P32245. U2OS MC4R beta-arrestin complementation, luminescence; percent of melanotan II response, DMSO zero. activation, % at 8.9 µM. 360,000 tested, 0.98% active. AID 540308;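 active = activation above a per-plate cutoff, the mean activation of sample wells on that plate plus 3 SD, cut at about 8% in these data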
* marks the source's active call; other numbers are inactive results; / = no result given. Random draw from the library, and some 4.2% of all compounds hit somewhere here.

SMILES | H9c2 protect | Granule exo inh | CaV13 ICDI inh | ABCB6 inh MLPCN | ABHD5 PLIN5 PPI | N-glyco inh | PDI inh | MC4R antag cAMP | m5-HT2A agonist | MC4R ag barr
Cc1nn(-c2ccc(F)cc2)c(-n2cccc2)c1C(=O)N1CCN(C(=O)c2ccco2)CC1 | -3 | -2 | -7 | 100 | 0 | 1 | -2 | 5 | 0 | -1.7
CC(=O)c1ccc(NC(=O)Cn2cnc(S(=O)(=O)N3CCCCC3)c2)cc1 | -3 | 3 | -14 | 100 | 12 | 2 | -2 | -6 | 6 | 0.8
COc1cccc(CC2(CO)CCCN(Cc3cn[nH]c3-c3ccc(F)cc3)C2)c1 (centres undefined) | -2 | -3 | -12 | 108 | -4 | 1 | 9 | 25 | -3 | 3.9
Cc1ccc(S(=O)(=O)N2[C@@H](c3ccc(Cl)c(Cl)c3)C(C(=O)O)=C[C@H]2C(C)(C)C)cc1 | -10 | -1 | / | 106 | -2 | 0 | -7 | 7 | -5 | -1.6
CN1CC=C2C(C#N)=C(N)C(C#N)(C#N)[C@H](c3cccc(Cl)c3)C2C1 (some centres undefined) | -4 | -1 | -7 | 102 | -10 | 2 | -11 | 19 | -1 | -1.6
COc1cc(NC(=O)c2oc3ccccc3c2C)ccc1NC(=O)c1ccco1 | 30 | 48 | -8 | 104 | 8 | -3 | -2 | 5 | 4 | 9.7*
CC1CN(CN2C(=O)c3ccccc3C2=O)CC(C)O1 (centres undefined) | -2 | -5 | -5 | 107 | -6 | 1 | -4 | 1 | -2 | 0.6
Cc1ccc(S(=O)(=O)NCC(=O)N(CC(=O)NCc2ccco2)Cc2ccccc2)cc1 | 2 | 4 | -3 | 96 | 2 | 1 | 0 | 11 | 2 | 0.9
Cc1cc(Nc2cccc(Cl)c2)nc(NCc2ccccc2)n1 | -37 | 70* | -4 | 96 | 22* | -4 | 9 | 4 | -8 | 6.5
CC(C)(C)CC(=O)Nc1ccc(C(N)=O)cc1 | -4 | 0 | -6 | 89 | 1 | 2 | -5 | -1 | 1 | 1.6
Cc1cccc(NC(=O)[C@@H]2CCCN2C(=O)OC(C)(C)C)c1C | 6 | -3 | -18 | 101 | 0 | 0 | 4 | 3 | -4 | 0.7
O=[N+]([O-])c1c(C(Cl)Cl)nn(-c2ccccc2)c1N1CCCC1 | -12 | -2 | -7 | 95 | 2 | -3 | -5 | 0 | -6 | 0.3
O=C1/C(=C/c2cccnc2)Oc2cc(OS(=O)(=O)c3ccc(Cl)cc3)ccc21 | 16 | 4 | -6 | 96 | 3 | -1 | 2 | 9 | -4 | -0.7
[O-][N+]12CC[N+]([O-])(CC1)c1ccccc12 | 5 | 0 | 0 | 84 | 1 | 3 | 3 | 6 | -3 | -1.9
CC(=O)N(CC1CCCO1)C1(C(=O)NC2CCCC2)CCCCC1 (centres undefined) | 12 | 3 | / | 88 | -1 | -1 | -3 | 12 | 1 | 1.9
O=C(NC1=NCCS1)c1cccc(S(=O)(=O)N2CCc3ccccc32)c1 | -2 | -1 | -3 | 98 | 2 | -3 | 8 | 6 | 0 | -1.6
CCOc1ccc(NC(=O)/C=C/c2ccc(OC)cc2)c([N+](=O)[O-])c1 | 0 | -4 | -5 | 93 | 0 | 0 | 2 | -3 | 1 | -1.4
O=S(=O)(c1ccc(Cl)s1)N1CCN(CCc2ccccc2)CC1 | -5 | 0 | -5 | 98 | -4 | -3 | 12 | -3 | -7 | -0.7
CCOC(=O)N1CCN(S(=O)(=O)N2CCCC(C(=O)NCc3ccccc3OCC)C2)CC1 (centres undefined) | -8 | -1 | -9 | 96 | 8 | 0 | 2 | -2 | 5 | 1.7
COc1ccc(NC(=O)O/N=C/c2ccncc2)cc1 | -3 | -1 | 1 | 82 | 6 | 1 | 7 | -1 | 4 | 1.0
CCOc1ccccc1OCCCC(=O)NC1=NCCS1 | 21 | -1 | 1 | 93 | -8 | 3 | -4 | -1 | -4 | -2.5
CC(NC(=O)c1ccc(Cl)cc1)C(=O)N1CCCCC1 (centres undefined) | 8 | -8 | -5 | 97 | -3 | 0 | / | 0 | 9 | -0.7
[O-]/[N+](=C\c1ccccc1)c1ccccc1 | -2 | 1 | -10 | 94 | -1 | 1 | -1 | 3 | 1 | -0.6
Cc1cc(-c2ccccc2)nc(N(C)NC(=O)c2c(F)cccc2F)c1S(C)(=O)=O | 7 | 5 | 0 | 96 | 0 | -3 | 5 | 7 | -3 | -1.7
Cc1ccc(CN2C(=O)CCC2(C)c2nnnn2Cc2ccccc2)cc1 (centres undefined) | / | 4 | -6 | 94 | -3 | / | / | / | 2 | /
Cc1cc(C(=O)Nc2ccccn2)no1 | 5 | -3 | -8 | 95 | -1 | -3 | 16 | -5 | 1 | 2.5
CC(=O)COC(=O)CCc1nc2ccccc2[nH]c1=O | -8 | -2 | -9 | 102 | 9 | 2 | 7 | -4 | 4 | 0.0
O=C(/C=C/c1ccccc1)c1ccccn1 | -24 | -2 | -6 | 95 | 23* | 13 | 5 | 15 | -2 | -2.0
COc1ccc(C(=O)Nc2ccc3nc(N4CCOCC4)sc3c2)cc1OC | 8 | -1 | -6 | 95 | 0 | 1 | -1 | 6 | -6 | -2.7
CC(=O)c1ccc(NC(=O)c2ccc(S(=O)(=O)c3ccccc3)cc2)cc1 | 2 | -1 | -2 | 85 | 2 | -3 | 1 | -4 | 11 | 5.6
O=C(NC1CCCCC1)c1cc(-c2ccco2)on1 | -2 | 2 | -7 | 98 | 2 | -6 | -2 | 2 | -4 | -1.5
CCOc1cccc2sc(NC(=O)CC)nc12 | -1 | 2 | -9 | 106 | 3 | 0 | 3 | -2 | 4 | -0.6
CCOc1cc(N2CCOCC2)c(OCC)cc1NC(=O)CN1CCCC(C)C1 (centres undefined) | 1 | 0 | -5 | 101 | 1 | 0 | -5 | 6 | -5 | 1.0
COCCn1c(SCC(=O)c2ccccc2)nc2ccccc2c1=O | 6 | -1 | -5 | 98 | -6 | -2 | -13 | -3 | 1 | 0.8
CCN(CC)C(=O)[C@H]1C[C@H](CC(=O)NC/C=C(\C)CCC=C(C)C)C(=O)N2CCc3c([nH]c4ccc(Cl)cc34)[C@]12C | -5 | 15 | -2 | 101 | 2 | -2 | -9 | -2 | -1 | -1.3
CCOC(=O)C1(C)CCCN1C(=O)c1ccccc1OC (centres undefined) | 6 | 0 | -10 | 93 | 4 | 2 | 6 | 13 | 15* | -0.2
CCCCNC(=O)CCSc1ccc(C)cc1 | -4 | -12 | -3 | 104 | -5 | -2 | 0 | -5 | -5 | 1.8
O=C(CN1CCN(S(=O)(=O)c2ccc(Br)cc2)CC1)Nc1ccccc1C(=O)c1ccccc1 | -1 | -5 | -9 | 98 | 9 | -9 | 0 | 0 | 3 | -1.3
CCn1c(CNC(=O)c2ccc3c(c2)OCO3)nnc1SCC(=O)Nc1ccccc1F | -5 | 8 | -7 | 94 | -2 | 1 | 7 | 1 | -4 | -0.1
Cc1ccc(OCCN2C(=O)C(=O)c3cccc(C)c32)cc1 | 0 | 8 | -14 | 91 | 1 | 1 | -1 | -25 | 2 | 2.5
COc1ccc(CNc2oc(C)nc2C#N)cc1 | -4 | -2 | -4 | 91 | 3 | -2 | -2 | -1 | -4 | -1.7
N#CC1=C(N)SC2(CCCCC2)SC1c1ccccc1 (centres undefined) | 5 | 3 | / | 103 | -19 | -2 | 2 | 10 | 5 | -1.0
C=C(C)Cn1c(=S)[nH]c2ccccc2c1=O | 13 | -2 | / | 152 | 5 | 5 | -3 | 3 | 2 | -0.5
CN(C)c1ccc(NC(=O)CN2CCc3ccccc3C2)cc1 | -10 | -5 | -5 | 99 | -9 | -1 | -3 | 1 | -8 | -0.9
O=C(CCN1C(=O)c2ccccc2C1=O)Nc1cccc(S(=O)(=O)N2CCCCC2)c1 | 7 | 4 | -5 | 97 | -1 | 1 | 1 | 13 | 0 | 1.2
COc1ccc(N(CC(=O)NC2CCS(=O)(=O)C2)S(=O)(=O)c2ccc(Cl)c(Cl)c2)cc1 (centres undefined) | 10 | -2 | -6 | 99 | 1 | -4 | -6 | 5 | -1 | -2.8
COc1cc(N2N=C(c3ccccc3)CC2c2ccccc2)c(C=O)cc1C=O (centres undefined) | -7 | 51 | -3 | 144 | 7 | -7 | 0 | 0 | 0 | 1.4
Cc1cccc(C)c1NC(=O)C1(C)CSCC(=O)N1Cc1cccc(F)c1 (centres undefined) | / | 1 | -5 | / | 0 | / | / | / | 0 | /
O=C(N/N=C\c1ccc(F)cc1)c1cc(OCC(F)(F)F)ccc1OCC(F)(F)F | -5 | 6 | -6 | 92 | -1 | -1 | -4 | -1 | -5 | -1.5
CCn1c(O)c(/C=N/N=C/c2ccccc2)c2ccc(C3=NNC(=O)CC3)cc21 | 76* | 2 | -28 | 94 | 1 | -2 | -6 | 3 | -3 | 5.4
Cc1ccn2c(CN(C)CCn3nc(C)cc3C)c(C(=O)N3CCCCCC3)nc2c1 | 6 | 3 | -4 | 100 | 0 | 0 | -1 | 0 | 0 | -2.6
CC(C)C[C@@H](CN1CCC[C@H]1CN1C(=O)C(=O)NC[C@@H]1Cc1ccc(O)cc1)N1C[C@H](Cc2ccc(O)cc2)N(CC2CCCCC2)C(=O)C1=O | / | -7 | -3 | 99 | 4 | / | / | / | -1 | /
Cc1c(NC(=O)C(C)OC(=O)c2cccc([N+](=O)[O-])c2)c(=O)n(-c2ccccc2)n1C (centres undefined) | -3 | -4 | -1 | 97 | -4 | -1 | -1 | 3 | -6 | -3.9
Cc1c(Cl)cccc1NC(=O)COC(=O)Cc1ccsc1 | -1 | 1 | -6 | 98 | 3 | 1 | 9 | 1 | 16* | -1.6
C[C@@H]1CN([C@H](C)CO)C(=O)c2cc(Br)cnc2O[C@@H]1CN(C)C(=O)NC1CCCC1 | -12 | -4 | -7 | 103 | -8 | 2 | 7 | 12 | 2 | 0.8
Cc1c(C(=O)NCCCN2CCCC2=O)oc2ccc(S(=O)(=O)N3CCOCC3)cc12 | 0 | 0 | -4 | 97 | 1 | -2 | -6 | 2 | 7 | -1.5
Cc1cc(C)cc(NC(=O)N2CCCC2C(=O)Nc2ccc(-n3cnnn3)cc2)c1 (centres undefined) | 8 | 4 | -6 | 105 | -8 | 2 | 4 | -1 | -2 | 0.0
O=C(O)C/C(=C\c1cccc(NC(=O)c2ccccc2Cl)c1)c1nc2ccccc2s1 | -1 | 1 | -6 | 94 | 2 | 0 | 3 | -3 | 0 | -0.7

Look-ups from above.
COc1ccc(CNc2oc(C)nc2C#N)cc1 @ m5-HT2A agonist = -4
Cc1c(C(=O)NCCCN2CCCC2=O)oc2ccc(S(=O)(=O)N3CCOCC3)cc12 @ ABHD5 PLIN5 PPI = 1

From PubChem
